# Assay outcomes as filed in PubChem.
# PLK1 PBD block – PLK1 (human) polo-box domain binding inhibition | AID 720504 | 2.8% of 360,000 active | Potency, µM, without a hit: max response, negative = inhibition, actives largely listed as inhibitors | Plk1 PBD binding of FITC phosphopeptide, fluorescence polarization | P53350; further: potency means the concentration at half of the fitted maximal effect; series mostly up to about 57 µM; on the % scale 0 is the no-effect control and ±100 the full control effect; nearly all actives have a fitted effect of over 65% in size
# Target sequence (P53350 whole entry, looked up, the tested form may be a part): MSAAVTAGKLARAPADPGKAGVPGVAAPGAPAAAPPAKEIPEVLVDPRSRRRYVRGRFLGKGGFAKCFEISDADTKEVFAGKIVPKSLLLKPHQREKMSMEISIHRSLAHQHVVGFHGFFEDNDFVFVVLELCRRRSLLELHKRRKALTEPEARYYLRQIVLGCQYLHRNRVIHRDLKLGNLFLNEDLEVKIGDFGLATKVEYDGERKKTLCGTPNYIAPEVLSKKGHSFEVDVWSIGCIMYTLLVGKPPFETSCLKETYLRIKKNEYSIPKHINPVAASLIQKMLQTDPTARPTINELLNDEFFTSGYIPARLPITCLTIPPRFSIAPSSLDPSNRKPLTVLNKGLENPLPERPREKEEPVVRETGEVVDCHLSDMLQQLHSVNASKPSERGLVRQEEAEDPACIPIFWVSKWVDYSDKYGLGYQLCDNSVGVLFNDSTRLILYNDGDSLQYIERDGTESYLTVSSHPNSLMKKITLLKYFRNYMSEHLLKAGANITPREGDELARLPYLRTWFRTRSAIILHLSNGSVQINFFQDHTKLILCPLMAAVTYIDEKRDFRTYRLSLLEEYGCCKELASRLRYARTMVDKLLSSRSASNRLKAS
# PI5P4Ka inh – inhibitors of human PI5P4K alpha; P48426; PI5P4Kalpha enzyme, ADP-Glo luminescence, 60 min; stronger effect = lower value; max response, %; 1.2% of 330,000 active; active means max response of -50% or lower; inconclusive means between -30% and -50%; inactive means -30% or higher; further: value at the top dose of about 77 µM; on the % scale 0 is the no-effect control and ±100 the full control effect
# Target sequence (P48426 whole entry, looked up): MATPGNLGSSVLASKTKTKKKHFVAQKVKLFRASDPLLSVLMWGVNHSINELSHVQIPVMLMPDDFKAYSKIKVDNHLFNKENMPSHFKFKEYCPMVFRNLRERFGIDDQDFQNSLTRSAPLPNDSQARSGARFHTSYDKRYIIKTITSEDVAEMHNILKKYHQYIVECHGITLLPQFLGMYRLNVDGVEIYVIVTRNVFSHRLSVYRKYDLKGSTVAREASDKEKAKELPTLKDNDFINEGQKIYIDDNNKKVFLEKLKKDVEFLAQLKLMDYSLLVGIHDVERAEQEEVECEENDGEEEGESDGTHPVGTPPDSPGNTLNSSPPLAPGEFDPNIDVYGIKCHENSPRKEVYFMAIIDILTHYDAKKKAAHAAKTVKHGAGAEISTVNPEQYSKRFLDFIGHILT
#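 Human PI5P4Kalpha with substrate in 0.038 M HEPES pH 7.4, 0.28 mM EGTA, 0.1% CHAPS, 5% DMSO; reaction started with 5 microM ATP (final), 60 min at room temperature. ADP formed read by ADP-Glo luminescence.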
# HEK293 tox – cytotoxicity counter-screen for GLP-1 receptor inverse agonists; HEK293 cAMP-luciferase reporter cells, luminescence, 24 h; 0.13% of 410,000 active; AID 624418; Potency, µM (series often up to 38.3 µM), inactives show top-dose activity change, negative = inhibition, actives largely listed as inhibitors;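 further: loss of luciferase light is scored as toxicity; potency means the concentration at half of the fitted maximal effect; on the % scale 0 is the no-effect control and ±100 the full control effect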
#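 Cells in DMEM/10% Nu serum/1% pen-strep, 1536-well format. Pre-incubated 12 h, dosed with 23 nL compound, incubated a further 24 h. Luciferase detection, 12 min at room temp, luminescence.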
# IL2 activator – activators of IL-2; activation, % (series mostly up to about 46 µM); IL-2 activation reporter assay, cell-based qHTS; stimulated with anti-CD3/CD4/CD28 beads; in transgenic mouse T cells; 0.065% of 360,000 active; in the data active means activation above about 50%; inconclusive means mostly about 30% to 49%; further: 0% is about no effect
#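 EGFP and DsRed fluorescence is measured by plate cytometry in unstimulated transgenic mouse T cells exposed to compound for 60 minutes, then stimulated 18 hours at 37 degrees C with anti-CD3/anti-CD4 beads plus anti-CD28.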
# EPAC1 antagonist – EPAC1 (human) antagonism; O95398; EPAC1 GEF assay, Rap1b-BODIPY-GDP exchange fluorescence; Potency, µM (titrated, usually from 115 µM), without a hit: at the top dose activity change, negative = inhibition, most hits filed as inhibitors; 0.14% of 360,000 active; AID 720709;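 further: potency means the concentration at half of the fitted maximal effect; plate controls were vehicle for no effect and positive control for full effect; nearly all actives have a fitted effect of over 50% in size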
# PTHR1 agonist – agonists of human PTHR1 parathyroid hormone receptor; Q03431; HEK293 GP2 PTHR1 cells, GloSensor cAMP luminescence, 1 h; Potency, µM (series often up to 115 µM), for inactives: at the top dose activation, actives largely listed as activators; 0.075% of 410,000 active; AID 743266; further: potency means the concentration at half of the fitted maximal effect; nearly all actives have a fitted effect of over 55% in size; some results filed as inactive show a strong effect at the top dose; inactives centre near -15; many of its hits are not listed in these tables
#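 HEK-293-derived GP2 cells expressing PTHR1 and a GloSensor cAMP reporter, 3,000/well, plated overnight, given luciferin plus IBMX (each 0.5 mM as added) for 1 h at 37 °C, then compound for 1 h at 37 °C. Luminescence was read after 15 min at room temperature.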
# GLP1R ag – GLP-1 receptor (human) agonism. 0.007% of 380,000 active. Potency, µM (titrated, usually from 45.6 µM), without a hit: at the top dose activation, usual class: activators. HEK293 GLP-1R CRE-luciferase, luminescence, 4-6 h; cells express a hypersensitive GLP-1R form; further: potency means the concentration at half of the fitted maximal effect; % of control where 0% means no effect
# EPAC1 agonist – activates human EPAC1 exchange factor; O95398; EPAC1 agonist qHTS, biochemical assay; response scale: 100% = response to 6.5 mM cAMP; Potency, µM (highest dose often 154 µM), for the others: at the highest dose activation, actives largely listed as activators; 0.073% of 360,000 active; further: potency means the concentration at half of the fitted maximal effect; nearly all actives have a fitted effect of over 60% in size
#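 Normalized to 6.5 mM cAMP, activity reflects EPAC1-catalysed release of BODIPY-GDP from Rap1B, followed kinetically over 30 min at 480 nm excitation, 540 nm emission. Reaction contained 100 nM EPAC1, 250 nM Rap1B-BODIPY-GDP, 50 uM GDP.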
# GLP1R inv ag – acts as inverse agonist at human GLP-1 receptor. P43220. AID 624417. Potency, µM (top dose mostly 38.3 µM), inactives show at the top dose activity change, negative = inhibition, usual class: inhibitors. 1.6% of 410,000 active. HEK293 GLP-1R CRE-luciferase, luminescence, 24 h; GLP-1R form is constitutively active; further: potency means the concentration at half of the fitted maximal effect; on the % scale 0 is the no-effect control and ±100 the full control effect; nearly all actives have a fitted effect of over 55% in size
#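 Seeding at 200 cells/uL, 12 h culture, 24 hr compound treatment, then luciferase reagent and a luminescence read; cells are HEK293 stably expressing a constitutively active GLP-1R plus cAMP-responsive luciferase.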
# The depositor's hits bear a star; i = inactive; ? = inconclusive; · = not tested or not shown; [ ] = dose if it differs, or a comment. Unless noted, the call rests on the fitted dose curve; in most records, active means well fitted curve in the direction sought with a large enough effect; inconclusive means small, poorly fitted or top-dose-only effect, or another doubt; inactive means no such curve, though single readings can be large; an effect the other way counts as inactive or inconclusive. Only part of the results is shown; rates above refer to the full screens.
cpd	SMILES	PLK1 PBD block	PI5P4Ka inh	HEK293 tox	IL2 activator	EPAC1 antagonist
1	COc1ccc(/C(C)=N\Nc2nc(-c3ccc(Cl)cc3)cc(C(F)(F)F)n2)cc1OC	-6%	1	-9%	-1.2	-9%
2	COc1ccc(CCNC(=O)C(=O)NCC2CCCN2S(=O)(=O)c2cc(C)ccc2C)cc1 (configuration not stated)	-2%	-2	?	-1.1	-4%
3	CCOC(=O)C1=C(C)OC(N)=C(C#N)C1c1cc(C)sc1C (configuration not stated)	-13%	8	-10%	0.6	1%
4	O=C1C2C3C=CC(C3)C2C(=O)N1c1n[nH]c(-c2ccccc2)n1 (configuration not stated)	-1%	·	1%	-1.3	0%
5	CCn1cc(Br)c(C(=O)NCc2ccco2)n1	0%	·	10%	1.1	10%
6	COc1ccc(C(=O)/C=C/c2ccc(F)cc2)c(OC(=O)c2ccc([N+](=O)[O-])cc2)c1	-7%	15	-9%	-3.9	-3%
7	COc1ccc(-c2cc(C(=O)NCCCn3ccnc3)no2)cc1OC	-3%	5	7%	1.1	-8%
8	COC(=O)C1=CN(Cc2ccccc2)C=C(C(=O)OC)C1c1ccc(O)c(OC)c1	-13%	0	-10%	-0.7	-18%
9	CCOC(=O)C1=C(C)NC(C)=C(C(=O)OCC)C1c1cc2ccc(C)cc2[nH]c1=O	-31%	-4	-21%	-2.3	1%
10	COc1cccc(NC(=O)N(Cc2cc3cc(C)cc(C)c3[nH]c2=O)CC2COCCO2)c1 (configuration not stated)	-5%	-3	-9%	-2.6	13%

cpd	PTHR1 agonist	GLP1R ag	EPAC1 agonist	GLP1R inv ag
1	-34%	2%	-7%	15%
2	-35%[inhibitor]	-13%	7%	?
3	-12%[57.5 µM]	-1%	2%	6%
4	-23%	0%	0%	0%
5	i	3%	5%	-1%
6	-4%[57.5 µM]	-14%	-1%	-18%
7	i	-11%	10%	1%
8	i	-2%	13%	-21%
9	i	-2%	-7%	?
10	-6%[57.5 µM]	0%	1%	?

# (further entries)
cpd	SMILES	PLK1 PBD block	PI5P4Ka inh	HEK293 tox	IL2 activator	EPAC1 antagonist
11	COc1ccccc1S(=O)(=O)Cc1ccc(C(=O)N2CCOCC2)o1	-4%	-3	0%	-2.3	-4%
12	CSC[C@H]1CN(c2ccccc2)C(=O)[C@@H]1CC(=O)Nc1ccc(Br)cc1	2%	2	-5%	-1.5	0%
13	O=C(COc1ccccc1F)N1CCCc2ccccc21	-2%	2	-3%	-1.3	0%
14	O=C(CCN1CCOCC1)NNC(=O)Nc1cccc(C(F)(F)F)c1	-3%	3	2%	-0.5	-5%
15	CC(C)C[C@H]1CNC(=S)N1CC1CCCN1C[C@H](CC(C)C)N1C[C@H](CC(C)C)N(CC2CCCCCC2)C1=S (some centres not stated)	-3%	-1	2%	0.0	-21%
16	CCC(C)NC(=O)c1ccc([N+](=O)[O-])c(Cl)c1 (configuration not stated)	2%	2	-8%	-3.9	4%
17	CCn1c(SCc2cc(=O)[nH]c3ccccc23)nc2c1c(=O)n(C)c(=O)n2C	-8%	·	3%	2.7	1%
18	COc1ccc(C(=O)Nc2cccc(NC(=O)c3cccs3)c2)cc1	0%	-4	-8%	0.0	-1%
19	O=S(=O)(c1ccc(S(=O)(=O)N(Cc2ccccc2)Cc2ccco2)cc1)N1CCCC1	-10%	·	2%	-1.7	20%
20	O=C(CCCCCNC(=O)c1ccccc1Cl)N/N=C/c1ccco1	-5%	-16	-6%	-0.6	-20%

cpd	PTHR1 agonist	GLP1R ag	EPAC1 agonist	GLP1R inv ag
11	i	4%	-1%	-6%
12	-53%[inhibitor]	6%	2%	?
13	i	1%	4%	-26%
14	i	-2%	10%	12%
15	14%	-4%	-13%	7%
16	i	5%	-4%	0%
17	i	6%	4%	21%
18	-17%	6%	4%	-28%
19	i	-13%	2%	0%
20	i	6%	2%	-9%

# At a glance, part of the list above.
cpd	SMILES	PLK1 PBD block	PI5P4Ka inh	HEK293 tox	IL2 activator	EPAC1 antagonist
14	O=C(CCN1CCOCC1)NNC(=O)Nc1cccc(C(F)(F)F)c1	-3%	3	2%	-0.5	-5%
15	CC(C)C[C@H]1CNC(=S)N1CC1CCCN1C[C@H](CC(C)C)N1C[C@H](CC(C)C)N(CC2CCCCCC2)C1=S (some centres not stated)	-3%	-1	2%	0.0	-21%

cpd	PTHR1 agonist	GLP1R ag	EPAC1 agonist	GLP1R inv ag
14	i	-2%	10%	12%
15	14%	-4%	-13%	7%

# Continuation:
cpd	SMILES	PLK1 PBD block	PI5P4Ka inh	HEK293 tox	IL2 activator	EPAC1 antagonist
21	CCOc1ccc(S(=O)(=O)N2CCN(c3cc(Cl)ccc3Cl)CC2)c2ccccc12	·	·	-11%	·	·
22	CCC(Sc1ncccc1C(=O)OC(C)C)C(=O)NCc1ccco1 (configuration not stated)	?	·	3%	-1.0	-4%
23	CCCNC(=O)C1(C)CCN(C(=O)c2ccc(F)c(Cl)c2)C1 (configuration not stated)	-3%	1	2%	-0.2	6%
24	O=C(CSc1nnc(-c2ccccc2)n1C1CCCCC1)Nc1ccc(S(=O)(=O)Nc2ccccn2)cc1	-2%	-2	-2%	-0.2	0%
25	CC1=NNC(=O)C1CCC(=O)N/N=C/c1ccco1 (configuration not stated)	-13%	0	-18%	1.1	-5%
26	O=C(CNC(=O)C(c1ccccc1)c1ccccc1)N/N=C\c1ccc2c(c1)OCO2	4%	-2	12%	0.4	-5%
27	C/C(N)=C(/C#N)C(=O)COC(=O)c1oc2ccccc2c1COC(C)C	-13%	3	-5%[0.307 µM]	0.7	0%
28	O=C(Nc1ccc2oc(-c3ccccc3F)nc2c1)c1ccccc1F	-8%	8	-3%	-2.1	5%
29	O=C(C1CCCO1)N1CCN(c2ncccn2)CC1 (configuration not stated)	-4%	-5	-6%	-2.9	-3%
30	N/C(=N\OC(=O)c1cccc(C(F)(F)F)c1)c1cnccn1	-11%	5	2%	2.0	22%

cpd	PTHR1 agonist	GLP1R ag	EPAC1 agonist	GLP1R inv ag
21	-11%	8%	·	-2%
22	-4%[57.5 µM]	1%	0%	0%
23	i	6%	-11%	23%
24	-14%[57.5 µM]	-15%	-16%	3%
25	i	4%	1%	-6%
26	i	-1%	-3%	-4%
27	i	3%	-3%	3%[0.307 µM]
28	-93%[inhibitor]	-3%	-13%	2%
29	-7%	-26%	1%	5%
30	5%	5%	-6%	20%

# Additional records.
cpd	SMILES	PLK1 PBD block	PI5P4Ka inh	HEK293 tox	IL2 activator	EPAC1 antagonist
31	CCc1ccccc1NS(=O)(=O)c1ccc2c(c1)NC(=O)CC(=O)N2	-7%	-5	-14%	-0.9	-6%
32	CCOc1ccc(C(=O)CCC(=O)Nc2cccc(S(=O)(=O)N3CCCCC3)c2)cc1	8%	9	-6%	-3.9	-5%
33	CC1=C(C(=O)Nc2ccccc2)C(c2cccs2)n2nnnc2N1 (configuration not stated)	-6%	·	4%	0.7	9%
34	CC(C)N(C(=O)[C@H]1C[C@H](CC(=O)NCCCN(C)C)C(=O)N2CCc3c([nH]c4cc(CCC(=O)N(C)C)ccc34)[C@]12C)C(C)C	-7%	0	1%	-0.2	3%
35	COc1cccc(-c2ocnc2C(=O)Nc2ccc3c(c2)CCC3)c1	-6%	10	-7%	-0.1	-23%
36	CNC(=O)c1ccc(CN(C)C(=O)c2cccc(S(=O)(=O)N3CCc4ccccc4C3)c2)cc1	-7%	3	2%	-1.5	-7%
37	OC[C@@H]1CN(CCN2CCOCC2)C[C@H](n2cnc3c(N4CCOCC4)ncnc32)O1	-3%	-6	-4%	0.4	5%
38	COc1ccccc1C(=O)NC(=O)COc1ccc(Cl)cc1Cl	-3%	0	-2%	0.4	-9%
39	CCOC(=O)N1CCC(Nc2c(OCC)c(=O)c2=O)CC1	0%	10	4%	-1.6	-2%
40	CC(C)(C)N1CC(c2nc3ccccc3n2Cc2ccc(F)cc2)CC1=O (configuration not stated)	-8%	4	-2%	-1.3	-11%

cpd	PTHR1 agonist	GLP1R ag	EPAC1 agonist	GLP1R inv ag
31	-28%	0%	3%	1%
32	-19%	-15%	0%	?
33	-5%[57.5 µM]	2%	9%	1%
34	i	8%	3%	2%
35	-11%	12%	10%	-24%
36	-13%	-1%	16%	32%[activator]
37	i	6%	-15%	11%
38	-2%	7%	1%	-6%
39	3%	-5%	1%	1%
40	i	4%	14%	-11%

# Other entries follow:
cpd	SMILES	PLK1 PBD block	PI5P4Ka inh	HEK293 tox	IL2 activator	EPAC1 antagonist
41	CN(C)CCOC(=O)c1ccc2[nH]c3c(c2c1)CSCC3	30µM*	-10	-2%	4.1	-6%
42	O=C(O)c1ccc(N/N=C/C(Br)=C/c2ccccc2)cc1	?	2	3%	-0.3	-23%
43	Cc1cc(C)cc(OCC(=O)N2N=C(c3cccnc3)CC2(O)C(F)(F)F)c1 (configuration not stated)	1%	20	-19%	-0.1	-5%
44	Nc1nc(N)nc(-c2cccc(Cl)c2Cl)n1	-10%	-4	2%	-0.9	2%
45	Cc1nnc(NC(=O)CSc2cn(CCNC(=O)c3ccccc3)c3ccccc23)s1	-11%	0	1%	-1.9	0%
46	Cn1ncc(Cl)c1C(=O)N1CCN(S(=O)(=O)c2ccc(F)cc2)CC1	2%	-5	?	0.3	-12%
47	O=C(NCCN1CCN(Cc2ccccc2)CC1)C1c2ccccc2C(=O)N2CCc3ccccc3C12 (configuration not stated)	-5%	-2	-18%	0.2	12%

cpd	PTHR1 agonist	GLP1R ag	EPAC1 agonist	GLP1R inv ag
41	-6%	8%	6%	4%
42	i	-4%	-1%	-17%
43	-35%[inhibitor]	6%	-11%	?
44	-13%	-2%	10%	19%
45	i	-3%	-5%	6%
46	-4%	0%	-3%	-17%
47	-10%	-6%	-5%	?
